# NCI-60 one-dose screen, 48 h, at 10 µM unless noted. Numbers give growth in % (100 = growth as untreated, 0 = no growth, -100 = all killed).
# PC-3: PC-3 prostate cancer cells; 80,000 compounds, 3.9% hits
# SF-539: SF-539 CNS cancer. 81,000 compounds, 6.8% hits. AID 1794752
# DU-145: DU-145 prostate cancer | 81,000 compounds, 4.2% hits
# SNB-75: SNB-75 CNS cancer. 79,000 compounds, 5% hits. AID 1794750
# SW-620: SW-620 colon cancer; 82,000 compounds, 5.2% hits
# HT29: HT29 colon cancer; 81,000 compounds, 7.4% hits; AID 1794748
# HCC-2998: HCC-2998 colon cancer; 79,000 compounds, 4.7% hits
# SNB-19: SNB-19 CNS cancer cells; 81,000 compounds, 2.5% hits; AID 1794751
# KM12: KM12 colon cancer cells; 82,000 compounds, 5% hits; AID 1794800
# An asterisk follows results filed as active; . = no result given; & = joins results of further samples; ! = not confirmed by another sample. How the source made its calls: active means growth percent below 10; inactive means the rest.
no.	smiles	PC-3	SF-539	DU-145	SNB-75	SW-620	HT29	HCC-2998	SNB-19	KM12
1	Cc1cc(O)c2c3c(n([C@@H](CCCCNC(=O)C(F)(F)F)C(=O)O)c(=O)c2c1)C(=O)c1c(OC2CC(O)[C@@H](O)[C@H](C)O2)cccc1C3=O (some centres undefined)	99	93	106	108	122	111	111	116	99
2	CC(=O)NC1CCCCC1	106	110	110	93	108	99	104	115	101
3	Cc1nc(N)nc(N)c1-c1ccc(Cl)c(Cl)c1	98	101	116	98	96	108	80	107	111
4	CC(C)CNc1ncnc2n[nH]nc12	97	100	109	103	106	95	.	107	123
5	Cc1cc(C)c2nc(Nc3ccc4c(C)cc(=O)oc4c3)sc2c1	94	95	101	87	100	92	102	104	98
6	Cc1cccc(NC(=O)[C@]23CCC(C)(C)CC2C2=CCC4[C@@]5(C)C[C@@H](O)[C@H](O)[C@@](C)(CO)C5CC[C@@]4(C)[C@]2(C)CC3)c1 (some centres undefined)	13	-2.3*	32	44	33	-56*	-64*	.	3.6*
7	O=C(O)c1cc2cc(S(=O)(=O)O)ccc2cc1O	135	92	114	94	98	101	93	84	110
8	O=C(Nc1cccc(NC(=O)Nc2cc(C(F)(F)F)ccc2Cl)c1)Nc1cc(C(F)(F)F)ccc1Cl	1.7*	34	31	16	13	12	38	36	12
9	Cc1nn(-c2ccccc2)c2c1oc(=O)c1cc(Cl)ccc12	.	98	169	84	106	101	102	99	94
10	CC(C)(c1cc(Cl)c(O)c(CN2CCOCC2)c1)c1cc(Cl)c(O)c(CN2CCOCC2)c1	72	98	111	77	104	107	99	96	105
11	NC(=O)c1cccc(-n2ccc3cc(NC(=O)Nc4cc(C(F)(F)F)cc(C(F)(F)F)c4)ccc32)n1	32	52	51	41	74	53	88	42	12
12	C#CCNC(=O)c1ccc2ccc3ccc(C(=O)NCC#C)nc3c2n1	99	94	105	90	98	92	104	106	98
13	CCCCN(CCCC)CCCCCCCN1CCCc2cc(OC)ccc21	77	95	93	87	90	42	95	87	85
14	CN(C)c1ccc(-c2c(C#N)c(N)n(-c3cccc(C(F)(F)F)c3)c(=O)c2C#N)cc1	98	98	105	83	101	108	112	92	99
15	CCCCSCCCCO	95	95	109	99	102	100	106	104	108

# Compound profiles, from the list above:
# Cc1nn(-c2ccccc2)c2c1oc(=O)c1cc(Cl)ccc12 in the list: PC-3: .; SF-539: 98; DU-145: 169; SNB-75: 84; SW-620: 106; HT29: 101; HCC-2998: 102; SNB-19: 99; KM12: 94
# Cc1nc(N)nc(N)c1-c1ccc(Cl)c(Cl)c1 in the list: PC-3: 98; SF-539: 101; DU-145: 116; SNB-75: 98; SW-620: 96; HT29: 108; HCC-2998: 80; SNB-19: 107; KM12: 111

# Next entries.
no.	smiles	PC-3	SF-539	DU-145	SNB-75	SW-620	HT29	HCC-2998	SNB-19	KM12
16	Cc1nn(C(=O)c2ccccc2)c2c1nnc1ncccc12	95	102	113	.	105	102	111	102	108
17	CCN(CC)S(=O)(=O)c1ccc(-c2nc(C(Cl)Cl)nc3cc(-c4ccc(C)cc4)nn23)cc1	101	95	99	106	81	92	104	97	97
18	COc1ccc(NS(=O)(=O)c2ccc(C)cc2)c([N+](=O)[O-])c1	98	110	111	105	103	107	100	102	104
19	O=C(O)c1cc(N2CCCCC2)nc2ccccc12	99	99	116	72	101	100	100	93	105
20	C=C(C)C1CC=C(C)C(OCCN(CC)CC)C1 (centres undefined)	98	98	103	103	94	104	113	98	98
21	CC1CCC2(OC1)OC1CC3C4CC=C5CC(O)CCC5(C)C4CCC3(C)C1C2C (centres undefined)	96	91	107	83	106	108	112	96	104
22	CC(C)=C[C@@H]1C[C@H](O)Cc2cc(Cl)ccc2N1	.	95	108	87	108	.	100	95	107
23	C=CC(=O)NCc1ccc(Nc2nccc(-c3ccc(N4CCCC4)c(C#N)c3)n2)cc1	32	28	46	20	44	7.1*	71	59	35
24	Nc1c(C(=O)Nc2ccccn2)sc2nc3c(cc12)CCCCC3	31	4.9*	12	12	30	7.2*	31	33	19
25	COC(=O)C(Cc1cccc(-c2ccc(OC)nc2)c1)NC(=O)OCc1ccccc1 (centres undefined)	95	96	105	94	96	100	111	99	103
26	CC(=O)Oc1csc(N(C(C)=O)c2cc(C(=O)O)cc(C(=O)O)c2)n1	-100*	90	97	.	96	104	99	97	100
27	CCOC(=O)c1c(N2CCOCC2)[nH]c(=O)c(C=Nc2cccc(Cl)c2)c1O	116	99	119	95	116	103	112	101	112
28	COc1ccc(/C=C2\N=C(c3ccccc3)N(c3ccc(-c4nc5ccc(C)cc5s4)cc3)C2=O)cc1	63	93	78	70	101	89	96	84	72
29	COc1cc(/C=C/c2cc(/C=C/c3ccc(O)c(OC)c3)n(C(=O)Cc3ccccc3)n2)ccc1O	3.0*	-23*	17	0.7*	4.6*	.	17	7.0*	9.4*
30	CC1CCN(S(=O)(=O)c2ccc(S(=O)(=O)N3CCCC(c4nc5c(nnn5Cc5cccc(Cl)c5)c(=O)[nH]4)C3)cc2)CC1 (centres undefined)	47	50	60	22	33	17	71	68	39
31	CC(C)CNc1ncnc2[nH]ncc12	128	98	111	96	100	105	119	103	109
32	C[n+]1cc2cc(C(N)=O)[nH]c3c(=N)c(Cl)c(N)c1c23	48	91	70	86	31	35	66	75	74
33	CSc1nsc(SC)c1-c1ccc(Cl)cc1	95	92	98	60	92	97	102	84	92
34	COc1ccc(-n2nc3c(c(C#N)c2=O)CC(c2ccccc2)C([N+](=O)[O-])=C3O)cc1 (centres undefined)	94	93	99	86	102	122	112	94	99
35	COc1ccc(-c2nc(-c3ccc(C(F)(F)F)cc3)nc3[nH]c(-c4ccccc4)cc23)cc1	80	94	93	100	99	105	77	96	90
36	N#Cc1c(-c2ccc(O)cc2)nc(SCC(=O)NNc2ncnc3ccccc23)n(Cc2ccccc2)c1=O	96	102	116	98	101	119	104	99	103
37	O=C(Nc1ccccc1)Oc1ccccc1Cl	99	106	107	87	104	98	101	103	101
38	CCC1(C2=CCCCC2)C(=O)NC(=O)N=C1N (centres undefined)	99	99	112	86	106	102	.	95	102
39	CCC1=C(c2cc(Cl)c3ccccc3c2OCC(=O)O)OC(CC)(C(=O)c2cc(Cl)c3ccccc3c2OCC(=O)O)CC1 (centres undefined)	94	98	108	96	105	102	102	95	105
40	COc1ccc(/C=N/NC2=NC3C(N2)N(C)C(=O)N3C)cc1 (centres undefined)	97	95	110	78	101	108	102	101	104
41	C=C1C(=O)O[C@H]2[C@H]1CC/C(CNC(=O)/C=C/c1ccccc1F)=C\CC[C@@]1(C)O[C@@H]21	37	-50*	4.9*	94	-54*	-17*	50	56	74
42	CC(C)C(=O)Nc1nc2c(s1)CCCc1ccn(S(=O)(=O)c3ccccc3)c1-2	85	100	99	89	105	84	106	110	97
43	CCOc1ccc(Nc2c3ccccc3nc3ccccc23)cc1	40&26&91	11&18&95	35&23&104	22&38&77	29&21&93	4.3*!	40	35&44&91	33&18&100
44	O=C(O)CSc1ccc2c3c(cccc13)C(=O)c1ccccc1-2	100	92	103	96	90	106	100	100	99
45	CN1CCN(CCCNC(=O)c2sc3cc(Cl)ccc3c2Cl)CC1	.	95	108	94	100	90	99	100	107
46	CCOC(=O)C1=C(N)N(c2ccc(Cl)cc2)C2=C(C(=O)CC(C)(C)C2)C1c1cccc(Cl)c1Cl (centres undefined)	24	78	82	78	.	68	82	78	51
47	Nc1ccccc1-c1cc2c(c3c1[nH]c1ccccc13)-c1ccccc1CC2	65	94	97	116	96	71	96	103	78
48	ClCCOCCOc1ccc(Cl)cc1Cl	107	97	108	75	104	99	94	.	110
49	O=CNNC(=O)c1cnccn1	94	101	105	95	102	103	84	95	97
50	O=C(Nc1ccccc1Cl)Oc1c(Cl)c(Cl)c(Cl)c(Cl)c1Cl	89&90	98&96	107&108	92&83	98&105	100&96	103&115	98&100	97&95
51	CCN(CC)CCOc1ccc2c(c1O)C(=O)c1ccccc1C2=O	85	92	95	79	68	68	97	83	98
52	CC(=O)OCC(=O)[C@@]1(O)CC[C@H]2[C@@H]3C[C@H](C)C4=CC(=O)CC[C@]4(C)[C@H]3[C@@H](O)C[C@@]21C	98	94	106	123	114	116	.	117	114
53	Cc1cc(C)c2c(c1)C(c1ccc(O)c(C)c1)(c1ccc(O)c(C)c1)C(=O)N2	78	99	105	83	102	92	106	90	103
54	CCOC(=O)c1cnc(=O)[nH]c1N	94	104	102	101	104	98	105	99	104
55	O=C1c2cc(Br)ccc2Oc2cc([N+](=O)[O-])ccc2N1c1ccc(Br)cc1F	97	100	105	83	95	95	106	91	99
56	CC(O)C(NC(=O)OC(C)(C)C)C(=O)O (centres undefined)	96	104	110	103	106	.	.	117	107
57	Cc1ccc(S(=O)(=O)Nc2ccc(-c3cc(-c4ccccc4F)c(C#N)c(N)n3)cc2)cc1	61	85	93	56	78	84	101	85	93
58	CC1(C)C(=O)CCC2(C)C1=CCC1C2C(=O)CC2(C)C1CCC2(O)C(=O)CO (centres undefined)	98	104	110	85	94	100	109	102	92
59	O=C(O)c1ccc(NC(=S)NC(=O)c2ccccc2)cc1	109	87	102	78	96	100	90	70	99
60	CCOC(=O)CC[C@H](NC(=O)c1ccc(NC(=O)Cn2cnc3c(c(C)nn3-c3ccc(Cl)cc3)c2=O)cc1)C(=O)OCC	90	94	103	98	.	96	107	95	99
61	N#Cc1c(-c2cccs2)cc(-c2ccc(Br)s2)[nH]c1=O	94	101	109	91	105	110	113	102	112
62	CCCCNC(=S)S	96	92	118	77	94	111	129	108	109
63	CCOC(=O)c1ccc(Nc2ccnc(SCC(=O)c3ccc([N+](=O)[O-])cc3)n2)cc1	67	89	84	122	93	81	97	91	79
64	NS(=O)(=O)c1ccc(C(=O)N=Nc2c(O)[nH]c3ccc(Br)cc23)cc1	107	103	109	101	101	107	109	100	84
65	CC[C@@H](c1ccc(O)cc1)[C@@H](CC)c1ccc(O)cc1	75	90	116	84	117	108	112	106	108
66	CCOC(=O)CN1CCN(CC(=O)NC(c2ccccc2)c2ccc(Cl)cc2)CC1 (centres undefined)	74	99	110	86	100	84	92	104	102
67	CCCCn1c(-c2ccc(C(=O)O/N=C(\N)c3ccc4ccccc4c3)cc2)nc(-c2ccccc2)c1-c1ccccc1	65	81	65	23	80	74	96	70	77
68	CN(C)c1ccc(/C=N/n2cnc3oc(-c4ccccc4)cc3c2=N)cc1	95	95	94	104	90	101	104	98	94
69	Cc1ccc2c(c1)C(=O)C(=O)N2	86	91	109	88	98	107	98	87	96
70	Oc1ccc(C2c3ccccc3Oc3ccccc32)c2cccnc12	34	10	31	27	24	22	35	27	.
71	Cc1ccc(S(=O)(=O)C(C)(C)C)cc1	102	107	.	98	105	101	116	103	.

# Grouped by structure: those above containing a CF3 group (5)
no.	smiles	PC-3	SF-539	DU-145	SNB-75	SW-620	HT29	HCC-2998	SNB-19	KM12
1	Cc1cc(O)c2c3c(n([C@@H](CCCCNC(=O)C(F)(F)F)C(=O)O)c(=O)c2c1)C(=O)c1c(OC2CC(O)[C@@H](O)[C@H](C)O2)cccc1C3=O (some centres undefined)	99	93	106	108	122	111	111	116	99
8	O=C(Nc1cccc(NC(=O)Nc2cc(C(F)(F)F)ccc2Cl)c1)Nc1cc(C(F)(F)F)ccc1Cl	1.7*	34	31	16	13	12	38	36	12
11	NC(=O)c1cccc(-n2ccc3cc(NC(=O)Nc4cc(C(F)(F)F)cc(C(F)(F)F)c4)ccc32)n1	32	52	51	41	74	53	88	42	12
14	CN(C)c1ccc(-c2c(C#N)c(N)n(-c3cccc(C(F)(F)F)c3)c(=O)c2C#N)cc1	98	98	105	83	101	108	112	92	99
35	COc1ccc(-c2nc(-c3ccc(C(F)(F)F)cc3)nc3[nH]c(-c4ccccc4)cc23)cc1	80	94	93	100	99	105	77	96	90
